# MT stabilize HCS = stabilizes microtubules in HeLa cells; % tubulin-high responders, % at 10 µM; AID 2205; actives 0.83% (n = 200,000); HeLa tubulin immunostaining HCS, 24 h; share of cells brighter than vehicle mean+2SD;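 active = plate Z-score above 3 for both tubulin-high and condensed-nucleus cell shares, with cell loss under 80%, at 10 µM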;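 also: anti alpha tubulin signal scored within the nucleus-defined area of each cell; some results filed as inactive read as strong as hits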
# Lipid droplet = modulators of hepatic lipid droplet formation; AML12 mouse hepatocytes, oleate lipid droplets, BODIPY imaging; inhibition, % at 6.5 µM; actives 0.4% (n = 240,000); AID 1656;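 active = lipid droplet intensity inhibited by at least 50%, with more than 500 cells counted; inconclusive = wells with under 300 cells, treated as cytotoxic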
#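 material = mouse AML12 hepatocyte cell line, fixed after treatment | also added = 100 µM oleic acid challenge | doses = compound at 6.5 µM only | schedule = overnight exposure | technique = Image-based BODIPY and DAPI two-channel analysis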
# Myeloid diff 2 = compounds promoting myeloid differentiation. ER-HoxA9 myeloid progenitors, lysozyme-GFP differentiation, flow cytometry. calls only at 10 µM. actives 1% (n = 360,000). AID 624256;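 active = normalized GFP-positive differentiation at or above the plate's own cutoff, the solvent-only control mean plus 3 SD; inconclusive = no clear call, values can overlap the other calls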;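 also: cells exposed to compound for four days before flow analysis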
# PMI inhibitors = MPI enzyme activity inhibition – biochemical, fluorescence intensity, coupled assay, primary screen (AID 1209). actives 0.42% (n = 190,000). purified PMI enzyme, coupled fluorescence intensity; higher % means a stronger effect. inhibition, % at 20 µM, or IC50 in µM where a hit was titrated; in the data active = inhibition above about 50%;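 also: plate controls were DMSO vehicle for no effect and wells lacking substrate for full effect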
# b-catenin transl = beta-catenin nuclear translocation modulation; actives 0.3% (n = 190,000); HeLa beta-catenin nuclear translocation, immunofluorescence imaging; nuclear translocation activity, % at 5 µM;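 active = nuclear translocation activity above 50% at 5 µM, with a well cell count of 50 or more; inconclusive = wells under 50 cells across six images, flagged as toxic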;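 also: per-cell ratio of nuclear to cytoplasmic median beta-catenin stain intensity; plate controls were DMSO negative control for no effect and GSK-3 inhibitor IX positive control for full effect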
#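 Read-out: Nuclear/cytoplasmic beta-catenin signal ratio, % activation | Assay system: Human HeLa cell line | Times: 24 h compound exposure at 37°C, 5% CO2 | Signal: Fluorescence imaging of beta-catenin antibody stain plus DAPI | Dosing: 5 µM primary, 0.02–20 µM confirmation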
# Dynein transport = blocks dynein driven cargo transport along microtubules; z-score, hits read low; 3617.4 mouse cells, GR-EGFP nuclear translocation imaging; test concentration mostly 20 µM; stimulated with dexamethasone, 1 µM; hits give low values; AID 1381; actives 0.47% (n = 220,000);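 active = plate z-score of nuclear minus cytoplasmic receptor signal below a set negative limit, without overly bright fluorescence or cell loss, cut at about -3.5 in these data, passing the limit was not always enough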;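 also: z-score of nuclear minus cytoplasmic ring GR-EGFP intensity difference per well; some compounds called inactive have numbers as strong as hits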
#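 medium = tetracycline-free induction medium containing charcoal-stripped FBS | also added = 1.0 µM final dexamethasone stimulus | schedule = 48 h induction, 1 h compound, 30 min dex at 37 °C | technique = fixed, Hoechst-stained cells imaged at 10x for EGFP | measure = GR-EGFP nuclear translocation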
# Ins promoter up = MIN6 insulin promoter up-regulation; AID 1625; MIN6 insulin promoter-GFP reporter, high-content imaging; hits give high values; actives 0.3% (n = 190,000); z-score at 5 µM;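 active = z-score above 3 at 5 µM with at least 500 cells counted in the well; inconclusive = wells under 500 cells, flagged as cytotoxic or low count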
# T cell modulator = T cell immune modulation candidate. 2C CD8+ T cell-vesicle binding, flow cytometry; hits give low values. calls only at 7 µM. actives 0.068% (n = 330,000);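 active = response, share of CD8 T cells binding vesicles, and their 90th percentile fluorescence all below set limits, cut at about 80% in these data, passing the limit was not always enough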
#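 incubation = binding step 1.5 h, 37 °C, antibody labelling 20 min, ice | test system = 2C mouse CD8+ T cells | read-out basis = percent CD8+ FL2 mean versus row control | controls = Peptide-free naked vesicles (low) and QL9 vesicles with 0.7% DMSO vehicle (high) | detection = flow cytometry of vesicle-bound cells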
# TNAP activation fold = human TNAP enzyme activators, primary screen, biochemical, luminescent, no phosphate acceptor, uHTS (AID 1001) | one-dose activation fold at 20 µM; EC50 in µM for titrated hits | purified TNAP, luminescent activation assay, no phosphate acceptor; higher activation fold means a stronger effect | actives 0.03% (n = 200,000); in the data active = activation fold from about 3, or a potency from the dose series; inactive = the rest, 99 in 100 with activation fold below about 1.6; also: many of its hits are not listed in these tables
# Dynein transport cytoplasmic EGFP = also measured in Dynein transport; calls as there; z-score; measured here: cytoplasmic GR-EGFP intensity; hits give high values
# Dynein transport nuclear GR-EGFP = recorded beside Dynein transport, whose call it bears; z-score; measured here: nuclear GR-EGFP intensity;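 lower value marks the stronger effect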
# Dynein transport cell count = recorded beside Dynein transport, whose call it bears; z-score; measured here: cell count per field
# Ins promoter up cell count = recorded beside Ins promoter up, whose call it bears; cell count; measured here: cytotoxicity, nuclei count;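 total cells summed across four imaged fields per well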
# Lipid droplet cells 6.5 µM = recorded beside Lipid droplet, whose call it bears; cell count; measured here: cell count, cytotoxicity flag;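 cells counted across two imaged fields per well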
# b-catenin transl cell count 5 µM = also measured in b-catenin transl; calls as there; cell count; measured here: cell count, cytotoxicity flag
# T cell modulator vesicle-bound % = further read-out of T cell modulator, marked with its call; double positive events, %; measured here: CD8+ vesicle-bound cell fraction;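 binding gate set so that unloaded-vesicle control wells show 10% double positive cells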
# MT stabilize HCS Hoechst-high % = also measured in MT stabilize HCS; calls as there; % Hoechst-high responders; measured here: nuclear condensation Hoechst responders;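 share of cells brighter than vehicle mean plus two SD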
# MT stabilize HCS cytotoxicity % = also measured in MT stabilize HCS; calls as there; toxicity, %; measured here: cytotoxicity by cell density;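 0% = mean cell density of plate MIN control wells and 100% = no cells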
# Myeloid diff 2 GFP+ MAC1+ % = further read-out of Myeloid diff 2, marked with its call; GFP+ MAC1+ double positive, %; measured here: differentiation confirmed by MAC1 staining
# Starred values were filed as active, the others as inactive; i = inactive; u = inconclusive; x = not tested or not shown.
1. Cc1cc(C)n(-c2c(C)[nH]c3ccccc23)n1
2. Cc1ccc(OCC(=O)NC(=S)Nc2cccc(NC(=O)c3ccc(Cl)cc3Cl)c2)cc1
3. CCOc1cc(CNCc2ccncc2)cc(Br)c1OCc1ccccc1F
4. CCCNC(=O)OC[C@H]1O[C@H](CCO/N=C/[C@@H](OC)[C@H](C)/C=C/CC(=O)OC)C=C[C@@H]1Oc1ccc(OC)cc1
5. COCCn1c(-c2ccccc2)nc2c(c(=O)c3ccccc3n2C)c1=O
6. Cc1cc(C)n(C(=O)CNc2cccc(Cl)c2C)n1
7. CCC1CCCCN1C(=S)Nc1ccc(C(C)=O)cc1 (stereo not drawn)
8. CCN(CC)S(=O)(=O)c1ccc(Cl)c(NC(=O)COc2ccc(OC)cc2[N+](=O)[O-])c1
9. CS(=O)(=O)N1CCC(Oc2ccccc2C(=O)N2CCN(CC3CC3)CC2)CC1
10. O=C(NC(Cc1c[nH]c2ccccc12)C(=O)O)c1cccs1 (stereo not drawn)
11. O=C(O)CSC(NC(=O)c1cccnc1)(C(F)(F)F)C(F)(F)F

compound no.	1	2	3	4	5	6	7	8	9	10	11
MT stabilize HCS	2.7	7.4	3.0	3.1	5.1	3.7	0.7	4.4	2.9	2.1	5.9
MT stabilize HCS Hoechst-high %	2.3	3.3	1.8	3.1	3.9	2.6	3.7	3.1	2.2	2.2	3.0
MT stabilize HCS cytotoxicity %	4.4	1.6	7.9	6.9	14	5.0	4.5	8.3	6.5	4.7	7.5
Lipid droplet	-6	-12	x	-31	8	-5	0	4	-1	0	12
Lipid droplet cells 6.5 µM	658	625	x	712	645	730	601	561	760	695	685
Myeloid diff 2	i	i	i	x	x	i	i	i	i	i	i
Myeloid diff 2 GFP+ MAC1+ %	0.4	0.4	0.6	x	x	1.4	0.2	3.4	0.3	0.1	1.1
PMI inhibitors	-28%	6%	8%	5%	2%	-3%	4%	-10%	-4%	-4%	12%
b-catenin transl	-2.3	-2.4	3.0	x	0.6	5.8	0.0	-0.6	0.3	-1.5	-1.4
b-catenin transl cell count 5 µM	1142	1136	1410	x	505	1112	1024	972	1540	1120	1040
Dynein transport	-0.39	1.4	0.94	0.33	1.2	-0.51	-0.35	3.9	-0.47	0.076	1
Dynein transport cytoplasmic EGFP	-0.25	-0.25	-0.21	-0.31	-0.16	-0.24	-0.16	-0.04	-0.22	-0.33	-0.27
Dynein transport nuclear GR-EGFP	-0.094	0.32	0.98	0.48	0.54	-0.31	-0.19	1.8	-0.33	0.4	-0.16
Dynein transport cell count	0.14	-0.83	-0.21	0.3	-0.28	0.56	0.36	-2.1	-0.3	-0.49	-1.3
Ins promoter up	-0.05	-0.35	u	0.08	0.06	-0.86	x	0.03	x	0.76	0.74
Ins promoter up cell count	1228	1297	x	1261	1178	1242	x	1397	x	1168	1892
T cell modulator	i	i	i	x	i	i	i	i	i	i	i
T cell modulator vesicle-bound %	49	36	38	x	43	29	30	20	6	42	60
TNAP activation fold	1.1	1.1	1	1	1	1	0.9	1.1	1.1	1	1.1

# Some of the entries above, set out differently:
No. | mol | MT stabilize HCS | MT stabilize HCS Hoechst-high % | MT stabilize HCS cytotoxicity % | Lipid droplet | Lipid droplet cells 6.5 µM | Myeloid diff 2 | Myeloid diff 2 GFP+ MAC1+ % | PMI inhibitors | b-catenin transl | b-catenin transl cell count 5 µM | Dynein transport | Dynein transport cytoplasmic EGFP | Dynein transport nuclear GR-EGFP | Dynein transport cell count | Ins promoter up | Ins promoter up cell count | T cell modulator | T cell modulator vesicle-bound % | TNAP activation fold
6 | Cc1cc(C)n(C(=O)CNc2cccc(Cl)c2C)n1 | 3.7 | 2.6 | 5.0 | -5 | 730 | i | 1.4 | -3% | 5.8 | 1112 | -0.51 | -0.24 | -0.31 | 0.56 | -0.86 | 1242 | i | 29 | 1
7 | CCC1CCCCN1C(=S)Nc1ccc(C(C)=O)cc1 (stereo not drawn) | 0.7 | 3.7 | 4.5 | 0 | 601 | i | 0.2 | 4% | 0.0 | 1024 | -0.35 | -0.16 | -0.19 | 0.36 | x | x | i | 30 | 0.9
8 | CCN(CC)S(=O)(=O)c1ccc(Cl)c(NC(=O)COc2ccc(OC)cc2[N+](=O)[O-])c1 | 4.4 | 3.1 | 8.3 | 4 | 561 | i | 3.4 | -10% | -0.6 | 972 | 3.9 | -0.04 | 1.8 | -2.1 | 0.03 | 1397 | i | 20 | 1.1
9 | CS(=O)(=O)N1CCC(Oc2ccccc2C(=O)N2CCN(CC3CC3)CC2)CC1 | 2.9 | 2.2 | 6.5 | -1 | 760 | i | 0.3 | -4% | 0.3 | 1540 | -0.47 | -0.22 | -0.33 | -0.3 | x | x | i | 6 | 1.1
10 | O=C(NC(Cc1c[nH]c2ccccc12)C(=O)O)c1cccs1 (stereo not drawn) | 2.1 | 2.2 | 4.7 | 0 | 695 | i | 0.1 | -4% | -1.5 | 1120 | 0.076 | -0.33 | 0.4 | -0.49 | 0.76 | 1168 | i | 42 | 1

# Screens: PubChem BioAssay, several laboratories
